# From PubChem
# DAX1 inh-1 = DAX1 (NR0B1) inhibition, primary screen | HEK293T StAR-luciferase reporter, SF-1/DAX-1 repression relief | inhibition, % at 6.8 µM | hit rate 1.1% among 370,000 | AID 652010;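 active = inhibition above the mean over all tested compounds plus 3 SD, cut at about 3.6% in these data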;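 note: 0% = DAX-1 cells with DMSO and 100% = cells lacking DAX-1 with DMSO; higher inhibition means more luminescence from relief of DAX-1 repression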
# hcDAF-12 act = activators of H. contortus DAF-12 nuclear receptor. HEK293 hcDAF-12 lit1-tk-luc reporter, luminescence; 0% DMSO, 100% Δ7-dafachronic acid. activation, % at 6.8 µM. hit rate 1.4% among 370,000. AID 652067;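 active = activation above the mean of all tested compounds plus 3 SD, cut at about 5.5% in these data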;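 note: 100% = response to 3 µM Δ7-dafachronic acid high control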
# ADAM10 inh = ADAM10 inhibition, QFRET primary screen | hit rate 0.62% among 370,000 | O14672 | recombinant ADAM10, EDANS/DABCYL FRET peptide cleavage, 3 h | inhibition, % at 7 µM;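 active = inhibition above a per-campaign cutoff equal to the mean of compounds falling between control-based bounds plus 3 SD, cut at about 20% in these data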;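 note: 0% = DMSO wells while the 100% control is not disclosed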
# DAX1 inh-2 = inhibitors of human orphan nuclear receptor DAX1 (NR0B1) | P51843 | HEK293 Gal4-DAX1 luciferase reporter, luminescence | inhibition, % at 6.75 µM | hit rate 0.99% among 340,000 | AID 504766;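 active = inhibition above the mean over all tested compounds plus 3 SD, cut at about 4.2% in these data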;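 note: 0% = DAX1-transfected cells with DMSO and 100% = empty-vector control cells with DMSO; inhibition shows as a rise in luminescence from relieved DAX1 repression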
# PLC-beta3 inh = inhibitors of human phospholipase C beta3 | hit rate 0.18% among 370,000 | inhibition, % at 12.2 µM | AID 720704 | Q01970 | Purified PLC-beta3, fluorogenic substrate, fluorescence; in the data active = inhibition above about 11%;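 note: 0% = median of compound wells on plate and 100% = full blocker control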
# ADAM17 inh = inhibits human ADAM17; P78536; recombinant ADAM17, EDANS/DABCYL FRET peptide cleavage; inhibition, % at 6.95 µM; hit rate 0.83% among 370,000; AID 720648;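 active = inhibition above the mean of compounds lying between control limits plus 3 SD, set per campaign, cut at about 8.5% in these data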;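 note: 0% = DMSO-only wells as the low control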
# PLC-gamma1 inh = PLC-gamma1 (human) inhibition, primary screen; inhibition, % at 12.2 µM; AID 720700; hit rate 0.84% among 370,000; purified PLC-gamma1, fluorogenic substrate, fluorescence; P19174; in the data active = inhibition above about 9.5%
# Target sequence (P19174 whole entry, looked up): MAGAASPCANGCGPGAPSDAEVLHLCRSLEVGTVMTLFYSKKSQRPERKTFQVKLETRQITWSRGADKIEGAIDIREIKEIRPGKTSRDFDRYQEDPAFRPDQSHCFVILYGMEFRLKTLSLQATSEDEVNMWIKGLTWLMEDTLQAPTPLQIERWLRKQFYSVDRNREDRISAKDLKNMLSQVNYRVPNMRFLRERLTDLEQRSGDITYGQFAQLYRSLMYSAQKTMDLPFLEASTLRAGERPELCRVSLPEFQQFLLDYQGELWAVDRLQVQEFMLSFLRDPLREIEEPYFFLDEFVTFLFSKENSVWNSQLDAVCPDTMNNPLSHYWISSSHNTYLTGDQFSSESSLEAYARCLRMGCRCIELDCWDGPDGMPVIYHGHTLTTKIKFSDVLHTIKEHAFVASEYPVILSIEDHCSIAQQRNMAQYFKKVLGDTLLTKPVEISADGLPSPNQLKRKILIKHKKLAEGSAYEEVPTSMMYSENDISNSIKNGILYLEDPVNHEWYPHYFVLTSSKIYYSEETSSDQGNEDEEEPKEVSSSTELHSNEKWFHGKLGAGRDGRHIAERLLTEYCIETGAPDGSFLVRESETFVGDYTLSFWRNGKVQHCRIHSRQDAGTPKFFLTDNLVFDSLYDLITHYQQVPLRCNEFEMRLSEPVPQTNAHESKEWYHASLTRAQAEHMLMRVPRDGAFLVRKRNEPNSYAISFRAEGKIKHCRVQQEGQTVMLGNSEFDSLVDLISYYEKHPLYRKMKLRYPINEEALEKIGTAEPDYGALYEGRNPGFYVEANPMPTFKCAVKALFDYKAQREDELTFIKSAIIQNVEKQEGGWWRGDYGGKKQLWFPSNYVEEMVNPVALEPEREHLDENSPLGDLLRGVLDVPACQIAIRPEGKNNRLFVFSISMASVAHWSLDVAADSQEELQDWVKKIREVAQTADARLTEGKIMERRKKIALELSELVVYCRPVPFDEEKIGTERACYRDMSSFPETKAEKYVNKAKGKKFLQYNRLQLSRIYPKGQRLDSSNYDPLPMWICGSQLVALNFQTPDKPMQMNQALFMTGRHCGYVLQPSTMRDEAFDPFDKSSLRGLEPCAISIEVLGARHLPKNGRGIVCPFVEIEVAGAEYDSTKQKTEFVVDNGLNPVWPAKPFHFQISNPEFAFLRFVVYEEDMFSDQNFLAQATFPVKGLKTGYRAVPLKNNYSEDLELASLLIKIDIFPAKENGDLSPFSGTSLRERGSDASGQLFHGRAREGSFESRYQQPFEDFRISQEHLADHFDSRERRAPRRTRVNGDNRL
# hgDAF-12 ag = activates the H. glycines DAF-12 receptor ligand-binding domain; HEK293 GAL4-hgDAF12 UAS-luciferase reporter, agonist luminescence; normalized to butyrate control; activation, % at 6.8 µM; hit rate 1.8% among 370,000;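 active = activation above a cutoff set at the mean of all screened compounds plus 3 SD, cut at about 10% in these data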;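 note: 0% = DMSO wells and 100% = sodium butyrate wells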
# ssDAF-12 act = activates DAF-12 receptor from parasite S. stercoralis | HEK293 ssDAF-12/GRIP1 lit1-tk-luc reporter, luminescence; % of 3 µM dafachronic acid response | activation, % at 6.8 µM | hit rate 1% among 370,000 | AID 652126;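 active = activation above the mean over all tested compounds plus 3 SD, cut at about 0.9% in these data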;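 note: 0% = DMSO-only wells and 100% = 3 µM delta7-dafachronic acid wells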
# FXN GAA850 act = frataxin GAA850 promoter activation | activation, % at 6 µM | HEK293 lucGAA850 FXN promoter luciferase reporter, 24 h; percent of 10 µM SAHA response | hit rate 0.56% among 360,000;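 active = activation above the average of all compounds screened plus 3 SD, cutoff fixed separately per campaign, cut at about 7.5% in these data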;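 note: 0% = DMSO wells and 100% = 10 µM SAHA wells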
# sPLA2-III inh = Inhibits HGIII-sPLA2 liposome hydrolysis, primary screen. AID 743126. QFRET BODIPY PC-A2 liposome hydrolysis, fluorescence. inhibition, % at 12.2 µM. hit rate 0.56% among 370,000;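 active = inhibition above mean plus 3 SD of compounds lying within the high and low control bounds, cut at about 19% in these data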;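 note: 0% = median of test compound wells and 100% = no enzyme DMSO wells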
# * = called active by the depositor; i = inactive; . = no result given. Rows were taken by chance; about 6.9% have a hit in one of these screens.
# Value order – DAX1 inh-1 | hcDAF-12 act | ADAM10 inh | DAX1 inh-2 | PLC-beta3 inh | ADAM17 inh | PLC-gamma1 inh | hgDAF-12 ag | ssDAF-12 act | FXN GAA850 act | sPLA2-III inh
1: CC(c1ccccc1)N1C(=O)c2ccc(C(=O)NCc3ccco3)cc2C1=O (stereo not given)
    0.2 | -1.1 | 1 | -0.6 | -2 | 0 | -1 | -2.2 | -0.7 | -1.0 | -7
2: Cc1cccc(C)c1-n1nnnc1C(C)(C)N1CCN(N=O)CC1
    -0.5 | -1.6 | 3 | -1.4 | 5 | -5 | 1 | 1.1 | -1.8 | -0.4 | 0
3: O=C(c1ccco1)N1C(=O)c2cccc3cccc1c23
    0.8 | 0.5 | -48 | -0.3 | -307 | -19 | -261 | 0.3 | 0.3 | -0.6 | 3
4: COc1cc(OC)cc(C(=O)NNC(=O)c2ccc(S(=O)(=O)N(C)c3ccccc3OC)cc2)c1
    -0.2 | -2.8 | 2 | -0.4 | -9 | -4 | -2 | -4.2 | -1.1 | 2.9 | -26
5: COc1ccc(OC)c(/C=N/NC2=NS(=O)(=O)c3ccccc32)c1
    0.0 | -0.8 | -19 | 0.2 | -80 | -6 | -53 | -0.4 | -0.5 | -0.4 | 3
6: O=C1N/C(=C/c2cccn2-c2ccc(F)cc2)C(=O)N1Cc1ccccc1
    -1.0 | -3.6 | -13 | -0.7 | -25 | -7 | -17 | -5.1 | -1.5 | 0.5 | -1
7: CC1(OC(=O)CCc2ccccc2)C(=O)C=C2C=C(c3ccc(C#N)cc3)N(Cc3ccco3)C=C2C1=O (stereo not given)
    -0.6 | 1.0 | -67 | -1.3 | -126 | -11 | -94 | 0.8 | -0.8 | -0.7 | 2
8: CCOc1ccccc1OCCC(=O)OCC(=O)c1ccc[nH]1
    0.5 | 3.0 | -5 | 1.5 | -3 | -2 | -1 | 1.9 | -0.5 | -0.1 | -3
9: CCOc1ccc(OCC)c(NC(=O)CCCN2C(=S)NC(C)(C)CC2C)c1 (stereo not given)
    0.2 | -1.4 | 7 | 1.0 | 2 | -1 | 2 | -0.3 | -0.2 | 0.5 | 25*
10: Cc1cccc(C2c3[nH]c4ccccc4c3CCN2C(=O)c2cn(C)c3ccccc3c2=O)n1 (stereo not given)
    -0.3 | 1.2 | 8 | -1.4 | -3 | 2 | -3 | 6.0 | -0.3 | 2.0 | -22
11: N#Cc1cc2c(nc1SCc1ccccc1)CCCC2=O
    1.0 | -1.7 | 2 | 1.1 | -7 | -2 | -3 | 0.1 | -1.1 | 5.0 | -20
12: Cc1nc(-c2ccc(Cl)cc2)sc1C1(C)CC(c2cccc(Cl)c2)=NO1 (stereo not given)
    -0.3 | 0.9 | 8 | 0.6 | -1 | -1 | 1 | -0.2 | -0.8 | -0.1 | 5
13: CN(CC(=O)Nc1ccccc1C(F)(F)F)C(=O)CN1C(=O)C2CCCCC2C1=O (stereo not given)
    0.4 | -1.1 | 3 | 0.6 | -8 | -4 | 3 | 2.0 | -0.9 | 1.1 | 3
14: Cc1ccc(NC(=O)CSc2nnc(-c3cccs3)n2Cc2ccco2)cc1
    -0.4 | -0.8 | -2 | -0.6 | -1 | -3 | 1 | -3.0 | -1.4 | 0.6 | -15
15: Cc1c(Nc2cc(Cl)c3nonc3c2[N+](=O)[O-])c(=O)n(-c2ccccc2)n1C
    -1.6 | -2.3 | 5 | 2.7 | 3 | 1 | 4 | 0.5 | -1.1 | 13* | 1
16: O=C(CN1C(=O)c2ccccc2C1=O)NCCOc1ccccc1
    -0.2 | 0.3 | 5 | 1.0 | -8 | 1 | 0 | 0.2 | -1.6 | 1.2 | -6
17: CN(C(=O)C1CCCO1)c1nnc(-c2ccncc2)s1 (stereo not given)
    -0.1 | -0.9 | i | -0.1 | -43 | -173 | -35 | 4.5 | -1.1 | -1.9 | 5
18: N#Cc1c(-c2ccccc2)nc(SCC(=O)NC2CCCCC2)[nH]c1=O
    0.6 | -0.2 | -5 | 1.2 | -10 | -2 | -8 | -1.6 | -1.1 | 0.7 | -13
19: COc1ccccc1CNC(=O)C(c1ccccc1)c1ccccc1
    0.2 | -2.7 | 5 | -0.4 | -6 | -4 | 1 | -2.0 | -1.4 | -2.0 | 3
20: Cc1cc(S(=O)(=O)Nc2ccc(C(=O)NCCCN3CCOCC3)cc2)ccc1F
    0.3 | 0.6 | -3 | -0.5 | -1 | -4 | -1 | 2.3 | -0.7 | -0.3 | 0
21: CCCc1cc(=O)oc2cc(OCc3cccc(OC)c3)c(Cl)cc12
    0.0 | -0.4 | 5 | 2.0 | 2 | -4 | 2 | -2.3 | -1.0 | 0.6 | 3
22: CCOc1ncccc1C(=O)OCc1ccc(C#N)cc1
    -0.7 | 2.0 | 0 | 1.7 | 3 | 0 | 1 | -0.4 | -1.1 | 2.6 | -4
23: COc1cc(OC)cc(-c2c(C#Cc3ccsc3)c3cc(-c4ccc(OC)cc4F)ccc3n2C)c1
    0.6 | 1.8 | -31 | 2.3 | -25 | -8 | -19 | -1.6 | -1.5 | 0.7 | 6
24: NC(=O)COC(=O)c1ccc(S(=O)(=O)N2CCCCCC2)cc1
    0.2 | 1.0 | 7 | 3.0 | 0 | -2 | 0 | 3.4 | -1.4 | -0.2 | -5
25: Cc1ccc(S(=O)(=O)N2[C@@H](c3cccc(Cl)c3)C(C(=O)OC(C)(C)C)=CC[C@H]2c2cccc(Cl)c2)cc1
    -0.3 | -2.6 | 0 | . | 1 | 0 | 0 | -0.5 | -1.1 | . | 1
26: CCOC(=O)N=S(N)(=O)c1ccc(Cl)cc1 (stereo not given)
    -0.1 | -3.4 | 3 | 1.9 | 4 | -2 | 2 | -1.5 | -0.7 | 0.6 | 5
27: COc1ccc(CNC(=O)Nc2cccc(C)c2)cc1
    1.4 | 0.9 | 0 | 2.0 | 2 | -3 | 0 | 9.2 | -0.7 | 5.3 | -11
28: O=C(CNC(=O)C1(c2ccccc2)CC1)Nc1ccc(F)c(F)c1
    -0.4 | -0.2 | 0 | -0.9 | -1 | -4 | -1 | -1.1 | -1.1 | -1.5 | -7
29: COc1ccc(NC(=S)NC(=O)c2ccc3c(c2)OCCO3)cc1
    0.4 | 2.1 | 1 | 2.0 | 3 | -3 | 2 | 7.1 | -0.1 | 4.2 | -5
30: COc1cccc(CC2(CO)CCCN(Cc3ccc(C)s3)C2)c1 (stereo not given)
    0.0 | -1.2 | 0 | -0.5 | 1 | 3 | 0 | -0.1 | -0.8 | 1.5 | -6
31: CN(C)c1nc(-c2ccccc2)ns1
    0.0 | 0.1 | 0 | 1.4 | -2 | 2 | 2 | 1.2 | -1.4 | 1.3 | 3
32: CC1(C)Cc2nc3oc4c(=O)n(CC(=O)Nc5ccc(Cl)cc5)cnc4c3cc2CO1
    0.6 | 2.1 | -15 | -0.9 | -13 | 0 | -3 | 2.2 | -0.2 | 0.3 | -4
33: Cc1[nH]nc2c1C(c1ccccc1)N(Cc1ccccc1)C2=O (stereo not given)
    -0.8 | -0.2 | 0 | . | 1 | 1 | 2 | -1.7 | -1.3 | . | -9
34: O=C(NCCc1ccc(OC(F)F)cc1)C1CC(=O)N(c2ccc3c(c2)OCCO3)C1 (stereo not given)
    -1.5 | 0.4 | 6 | -0.6 | -5 | 1 | 0 | 1.3 | -1.3 | 1.4 | 0
35: O=C(Nc1nnc(-c2ccco2)s1)C1CCCCC1
    1.5 | 1.5 | -4 | 3.5 | -1 | -2 | -1 | 6.5 | -0.4 | 2.0 | -6
36: N#Cc1ccccc1COC(=O)c1cccc(S(=O)(=O)N2CCCC2)c1
    -1.1 | -1.1 | 0 | 1.1 | 2 | -1 | 1 | 0.5 | -1.7 | 0.3 | -9
37: CC(C)CC(O)C1CCN(C(=O)CCc2nnc(-c3ccccc3)o2)CC1 (stereo not given)
    -0.1 | -1.3 | 10 | -1.4 | -3 | 1 | 6 | 4.3 | -1.4 | 0.8 | 4
38: CCCn1c(SCC(=O)Nc2cc(S(=O)(=O)N(C)C)ccc2OC)n[nH]c1=O
    0.0 | 1.4 | 9 | -0.2 | -17 | -1 | 1 | 0.9 | -1.4 | 0.0 | 0
39: Cc1cc(NC(=O)CCC(=O)N(CC(=O)NC2CCCC2)c2ccc(C)c(F)c2)no1
    -0.5 | -3.6 | -6 | -0.6 | -6 | -3 | -3 | 0.8 | -0.9 | 1.1 | 0
40: C[N+](C)(C)CC=O
    -0.8 | 2.3 | 6 | -0.2 | 3 | 0 | 0 | 2.2 | -0.9 | 1.2 | 3
41: Cn1cccc1Cc1nnc(SCC(=O)NCc2ccc(F)cc2)n1-c1ccc(F)cc1
    0.3 | -1.0 | -15 | 0.2 | -17 | -1 | -11 | -2.2 | -0.7 | 0.7 | -24
42: O=C(c1ccc2c(c1)OCO2)C1CCCN(C(=O)c2cnn(Cc3ccccc3)c2)C1 (stereo not given)
    -0.6 | -0.9 | -10 | -0.1 | -6 | -7 | -1 | -0.8 | -1.0 | 0.7 | -2
43: C=CCOc1ccc(/C=C2\SC(=S)N(NS(=O)(=O)c3ccccc3)C2=O)cc1
    -0.2 | -0.2 | 8 | 1.2 | -8 | 0 | -1 | -0.4 | -1.1 | 1.9 | -50
44: O=C(COc1ccc(S(=O)(=O)NC2CCCC2)cc1)NCC1CCCO1 (stereo not given)
    -0.6 | -0.3 | 2 | 0.4 | 3 | -3 | 0 | 0.3 | -1.2 | 3.5 | -1
45: CC(C(=O)NCc1ccc2c(c1)OCO2)c1ccc([N+](=O)[O-])cc1 (stereo not given)
    -0.1 | 0.9 | 1 | 0.1 | 2 | -2 | 2 | -0.3 | -1.3 | 1.5 | 2
46: Cc1c(C)c2ccc(OCC(=O)Nc3cccnc3)c(C)c2oc1=O
    3.7* | 2.7 | -92 | 0.7 | -21 | -27 | -3 | 3.5 | -0.7 | 1.5 | 11
47: CC(C)(C)OC(=O)N[C@@H](Cc1ccccc1)[C@H](O)c1ccco1
    -0.3 | 0.7 | 1 | 0.5 | 4 | 2 | 1 | 4.0 | -1.4 | 0.5 | -2
